# Assay outcomes: PubChem, Broad Institute
# miR122 inh – inhibitors of miR-122 in Huh7 cells; Huh7 miR-122 Renilla luciferase sensor, 48 h; neutral wells = 0, positive control = 100; activation (reporter increase), % at 12.5 µM; hit rate 0.3% among 340,000;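 active = mean replicate activation score at least 90 and every replicate individually at or above 90; inconclusive = only one of the two criteria met; inactive = neither criterion met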;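 also: higher luciferase means less miR-122 activity so hits act as miR-122 inhibitors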
# PAX8 reporter – inhibitors of PAX8 transcriptional activity in RMG-I cells; RMG-I TPO-luciferase reporter, SteadyGlo, 24 h; inhibition, % at 12.6 µM; hit rate 1.2% among 360,000; AID 652154;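 active = mean replicate inhibition at least 60% with every replicate also reaching 60%; inconclusive = only one of the two criteria is met; inactive = mean below 60% and not all replicates reaching 60%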;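 also: luciferase light reporting Pax8 driven TPO promoter activity; plate controls were median of neutral control wells for no effect and mitoxantrone controls for full effect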
# FN deposition inh – fibronectin deposition inhibition | inhibition, % at 12.6 µM | AH1F fibroblasts, Alexa488-fibronectin deposition fluorescence, overnight | hit rate 0.086% among 350,000;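 active = mean inhibition across replicates of 30% or more, regardless of how many single replicates reach that level; inconclusive = mean under 30% yet at least half of replicates reach 30%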;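 also: positive control wells lacked labelled fibronectin entirely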
#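 Material – AH1F fibroblast monolayer, labelled fibronectin deposition · Reagent – labelled fibronectin 24 nM · Timing – 1 h adhesion, overnight exposure · Measured by – fluorescence at 485 nm excitation, 525 nm emission · Read-out – inhibition of fibronectin deposition signal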
# F508del corr – CFTR F508del correction in bronchial cells; CFBE cells, YFP halide quenching; stimulated with forskolin plus potentiator P3; % fluorescence drop versus neutral controls; activity (quench increase), % at 7.58 µM; hit rate 0.36% among 350,000; AID 720511;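 active = mean added fluorescence quench of at least 8% versus neutral control, with both replicates also reaching 8%; inconclusive = only one of the mean or replicate conditions met; inactive = mean below 8% and not both replicates reaching 8%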;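 also: cells transiently co-express mutant CFTR-F508del with the halide-sensitive YFP; corrector assay measuring rescue of mutant channel to the surface after 24 h compound exposure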
# INS-1E GSIS act – primary screen for activators of insulin secretion dependent on glucose, INS-1E cells, GLuc reporter luminescence; INS-1E GLuc reporter insulin secretion, 2-3 h; activation, % at 16.6 µM; hit rate 0.61% among 370,000; AID 743287;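 active = lowest replicate activation of at least 40%, so every replicate reaches that level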;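 also: 0% = median of neutral control wells and 100% = median of IBMX positive control wells; some compounds called inactive have numbers as strong as hits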
# EWS-Fli inh – inhibitors of EWS/Fli oncoprotein transcriptional activity | A673 NR0B1-luciferase reporter, viability-normalised | inhibition, % at 12.6 µM | hit rate 0.67% among 350,000;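 active = mean inhibition of at least 50% after viability correction, with every replicate also passing that limit; inconclusive = mean reaches 50% but only one of two replicates passes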;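 also: firefly luciferase signal divided by Alamar Blue viability fluorescence both relative to DMSO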
# DENV2 CPE rescue – protects cells from dengue virus 2 cytopathic effect; DENV2-infected cells, cytopathic effect rescue, plate reader; CPE inhibition, % at 9.99 µM; hit rate 1.7% among 350,000; in the data active = CPE inhibition above about 20%, passing the limit was not always enough; inconclusive = no clear call, values can overlap the other calls; tested in BHK-21 cells;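 also: 0% = median of neutral control wells and 100% = median of positive control wells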
# * marks the source's active call; other numbers are inactive results; ? = inconclusive; nt = no result given; [ ] = remark or other dose.
# The opening two entries as a preview:
# Under each structure: FN deposition inh	miR122 inh	PAX8 reporter	INS-1E GSIS act	F508del corr	EWS-Fli inh	DENV2 CPE rescue
CN(C)C(=O)CCc1ccc2c3c([nH]c2c1)[C@]1(C)[C@@H](C(=O)N2CCCCC2)C[C@H](CC(=O)NC(C)(C)C)C(=O)N1CC3
    0	-4	-1	14	-0.3	3	-4
COC(=O)c1c(-c2c(Cl)cccc2Cl)noc1NC(=O)NN1CCOCC1
    -5	nt	1	-5	-0.9	3	1

# This part in full, from the start:
# Under each structure: FN deposition inh	miR122 inh	PAX8 reporter	INS-1E GSIS act	F508del corr	EWS-Fli inh	DENV2 CPE rescue
CN(C)C(=O)CCc1ccc2c3c([nH]c2c1)[C@]1(C)[C@@H](C(=O)N2CCCCC2)C[C@H](CC(=O)NC(C)(C)C)C(=O)N1CC3
    0	-4	-1	14	-0.3	3	-4
COC(=O)c1c(-c2c(Cl)cccc2Cl)noc1NC(=O)NN1CCOCC1
    -5	nt	1	-5	-0.9	3	1
CN(C)Cc1ccc(CNC(=O)c2ccc(Cl)c(S(=O)(=O)NC3CC3)c2)cc1
    -7	14	1	8	1.5	-3	1
Cn1cnc(S(=O)(=O)N[C@@H]2C=C[C@H](CC(=O)N3CCN(c4ccccc4)CC3)O[C@@H]2CO)c1
    2	nt	-9	-6	0.3	nt	94*
S=C(Nc1ccc(Cl)cc1)Nc1ccc2cn[nH]c2c1
    nt	nt	-40	0	2.7	-15	9
O=C(NCCS(=O)(=O)N1CCN(c2ccccc2)CC1)c1ccc2c(c1)OCO2
    5	-4	10	3	3.4	-1	?
Cc1ccc(OCC(=O)N/N=C\c2ccc(O)cc2)c([N+](=O)[O-])c1
    -1	nt	22	-2	-1.9	0	4
CC(=O)[C@@H]1[C@@H](C)N(Cc2ccccc2)C(=O)N[C@H]1c1cccc(C(F)(F)F)c1
    -2	-4	9	7	-1.6	-1	5
Cn1c(=O)n(C)c2cc(S(=O)(=O)Nc3ccccc3O)ccc21
    nt	2	nt	14	-1.5	-1	0
Cc1ccccc1-c1ccnc2[nH]n(-c3ccccc3)c(=O)c12
    2	4	-7	25	1.4	5	-1

# Under each structure: FN deposition inh	miR122 inh	PAX8 reporter	INS-1E GSIS act	F508del corr	EWS-Fli inh	DENV2 CPE rescue
COCCn1c(-c2ccc(Cl)cc2)nc2c(c(=O)c3ccccc3n2C)c1=O
    0	nt	-14	8	nt	nt	nt
CCOc1ccccc1NC(=O)CN1C(=O)C(C)SC(C)C1=O (stereo not drawn)
    nt	nt	9	2	3.5	-2	5
Cc1ccc(Cc2c(-c3ccc(F)cc3)nc3ccc(Br)cn23)cc1
    -3	0	-62	-17	2.3	-70	?
Cn1c(SCc2c(F)cccc2Cl)nnc1-c1cnccn1
    4	-3	-105	nt	nt	nt	nt
CO[C@@H]1CN(C)C(=O)c2cc(NC(=O)NC(C)C)ccc2OC[C@@H](C)N(Cc2ccc(-c3ccccn3)cc2)C[C@@H]1C
    12	53[16.7 µM]	nt	-24	1.7	0	-4
Cc1noc(C)c1NC(=O)N(C)C[C@@H]1Oc2c(NC(=O)c3nc4ccccc4s3)cccc2C(=O)N([C@@H](C)CO)C[C@H]1C
    8	6[16.7 µM]	nt	10	3.1	-2	1
O=C(NC(=S)Nc1ccc(Cl)cn1)c1cc([N+](=O)[O-])ccc1N1CCOCC1
    9	nt	2	-2	-1.2	nt	nt
CC(C)(C)NCC(O)Cn1cc(C=O)c2ccccc21 (stereo not drawn)
    -2	1	1	nt	-0.1	-55	-2
COc1ccc(CNC(=O)c2cn(Cc3ccccc3F)c(=O)s2)cc1
    -1	nt	-3	-11	-1.8	-4	13
O=C(c1cccc(NS(=O)(=O)c2cccc([N+](=O)[O-])c2)c1)N1CCOCC1
    -1	-5	0	4	0.5	10	?

# Four structures already listed, sorted by length of the SMILES, low to high:
# Under each structure: FN deposition inh	miR122 inh	PAX8 reporter	INS-1E GSIS act	F508del corr	EWS-Fli inh	DENV2 CPE rescue
CC(C)(C)NCC(O)Cn1cc(C=O)c2ccccc21 (stereo not drawn)
    -2	1	1	nt	-0.1	-55	-2
Cn1c(SCc2c(F)cccc2Cl)nnc1-c1cnccn1
    4	-3	-105	nt	nt	nt	nt
CCOc1ccccc1NC(=O)CN1C(=O)C(C)SC(C)C1=O (stereo not drawn)
    nt	nt	9	2	3.5	-2	5
Cc1ccc(Cc2c(-c3ccc(F)cc3)nc3ccc(Br)cn23)cc1
    -3	0	-62	-17	2.3	-70	?

# The list goes on:
# Under each structure: FN deposition inh	miR122 inh	PAX8 reporter	INS-1E GSIS act	F508del corr	EWS-Fli inh	DENV2 CPE rescue
O=C(CNC(=O)c1ccc(Br)o1)OCc1ccc(Br)cc1
    9	-8	-10	-26	-6.0	-6	-3
CCOC(=O)c1c(C)[nH]c(C=O)c1Cc1cccc(Cl)c1
    -8	1	5	28	-4.9	-7	?
c1nc(NC2CCCCCC2)c2[nH]cnc2n1
    4	-15	-51	17	-2.7	-16	-6
COCC(=O)N1CC2(CN(Cc3cccnc3)C2)c2c(n(C)c3cc(OC)ccc23)[C@H]1CO
    nt	nt	nt	29	-1.4	-3	9
COc1ccccc1C(=O)N1CCN(c2ccccn2)CC1
    nt	-5	nt	10	-4.6	-5	-1
Cc1ccccc1NC(=O)C(C)OC(=O)C1CC(=O)N(Cc2ccco2)C1 (stereo not drawn)
    4	3	-5	2	2.0	2	-3
Nc1nnn(CC(=O)N/N=C/c2ccccc2)n1
    -2	nt	-28	-9	-0.5	-1	4
C[C@H]1CN([C@@H](C)CO)C(=O)c2cc(NS(=O)(=O)c3ccc(F)cc3)ccc2O[C@@H]1CN(C)S(=O)(=O)c1cccs1
    11	2[16.7 µM]	-22	-25	-1.9	-11	10
Cn1cc([C@]2(O)C(=O)Nc3ccc(Br)cc32)c2ccccc21
    -3	nt	21	nt	-1.4	12	-1
CN1C(C(=O)NCc2ccccc2)CC2Cn3c(nc4ccccc43)C21 (stereo not drawn)
    0	-4	-7	11	-1.4	-5	17

# Under each structure: FN deposition inh	miR122 inh	PAX8 reporter	INS-1E GSIS act	F508del corr	EWS-Fli inh	DENV2 CPE rescue
COc1ccc(N2C(=O)c3ccccc3C(C)(C)C2=O)cc1
    2	-3	9	-2	1.3	-2	11
Cc1ccnc(Cc2ccccc2)n1
    -7	-22	-6	17	3.8	4	-1
C[C@H](CO)N1C[C@H](C)[C@H](CN(C)C(=O)C2CCC2)Oc2ncc(-c3ccc(F)cc3)cc2C1=O
    1	45[16.7 µM]	nt	3	-2.7	0	8
Cc1ccc2c(C(=O)CSc3ccccc3)c(C)[nH]c2c1
    0	-4	-89	39	nt	nt	nt
O=C(CNC(=O)c1ccc(Cl)cc1Cl)OCCOc1ccccc1F
    4	nt	-18	-28	-0.1	-1	-3
CNC[C@H]1Oc2cc(C#Cc3ccc(OC)cc3)ccc2S(=O)(=O)N([C@H](C)CO)C[C@@H]1C
    5	5[16.7 µM]	nt	-10	-1.2	1	-7
COc1ccc2nc(C)cc(SCC(=O)N3CCCCC3)c2c1
    -1	nt	22	2	-0.6	5	-9
Cc1ccnc(SC2CC(=O)N(c3ccccc3)C2=O)n1 (stereo not drawn)
    -10	-9	1	9	-5.9	0	-5
CCN(CC(=O)Nc1cc(Cl)ccc1C)C(=O)c1cc([N+](=O)[O-])ccc1N1CCOCC1
    6	nt	11	-24	0.4	-1	-5
c1ccc2c(c1)nnn2-c1ncnc2sccc12
    5	-2	-18	-9	1.8	-55	11

# Under each structure: FN deposition inh	miR122 inh	PAX8 reporter	INS-1E GSIS act	F508del corr	EWS-Fli inh	DENV2 CPE rescue
COc1ccc(C(=O)C(C)OC(=O)c2nc3nccc(C)n3n2)cc1 (stereo not drawn)
    2	nt	-11	-1	2.6	-7	0
CCn1nc(C(=O)Nc2nc3ccccc3[nH]2)c2ccccc2c1=O
    -7	nt	8	28	nt	nt	nt
C[C@H]1CN([C@@H](C)CO)C(=O)c2cc(C#CCN(C)C)cnc2O[C@@H]1CN(C)C(=O)Nc1cc(F)ccc1F
    1	1[16.7 µM]	nt	22	2.4	3	3
Cc1ccc(OCCNC(=O)CNC(=O)c2ccc(Cl)c([N+](=O)[O-])c2)cc1
    -21	-3	10	-23	1.2	10	?
CN(CC(=O)N1CCN(c2ccccc2)CC1)S(=O)(=O)c1cccs1
    0	nt	-15	-3	6.6	-38	-3
CCOC(=O)CNC(c1ccccc1)c1cc(Br)ccc1NC(=O)CCN1CCOCC1 (stereo not drawn)
    -3	-16	54	8	1.3	4	1
COc1ccccc1C(c1c(O)nc(SC)[nH]c1=O)c1c(O)nc(SC)[nH]c1=O
    4	1	-6	nt	-1.9	13	?
COc1cc(-c2nnn(Cc3ccccc3C)n2)cc(OC)c1OC
    2	nt	27	-3	1.5	14	-2
O=C(Cc1cccnc1)N1CC2(C1)[C@H](c1ccccc1)[C@@H](CO)N2C(=O)C1CCCC1
    -2	nt	nt	0	2.3	-4	-1
COc1ccc(C(=O)NC(C)CCc2ccccc2)c(O)c1 (stereo not drawn)
    5	6	-45	-69	0.6	6	-1

# Under each structure: FN deposition inh	miR122 inh	PAX8 reporter	INS-1E GSIS act	F508del corr	EWS-Fli inh	DENV2 CPE rescue
CNC(=O)CSc1nnc(CCc2ccccc2)n1-c1ccccc1
    7	-4	nt	26	nt	nt	nt
COCc1cn(CC[C@@H]2CC[C@H](NC(=O)Nc3ccc4c(c3)OCO4)[C@H](CO)O2)nn1
    5	nt	-23	3	0.2	-3	-3
C[C@H](CO)N1C[C@H](C)[C@H](CN(C)S(=O)(=O)c2cn(C)cn2)Oc2c(NC(=O)c3nc4ccccc4s3)cccc2C1=O
    5	-5[16.7 µM]	nt	-10	2.1	5	12
O=C(CNc1cccc2ccccc12)N/N=C/c1ccc[nH]1
    -8	nt	1	5	3.1	47	3
CC(=O)N1c2ccc(S(=O)(=O)N3CCC(C(=O)Nc4ccccn4)CC3)cc2CC1C (stereo not drawn)
    -2	-6	15	-4	-2.7	nt	-6
CC1CCOC2(O1)C(=O)Nc1ccccc12 (stereo not drawn)
    8	nt	1	9	-0.9	8	1
CCOc1ccc(S(=O)(=O)n2cc(F)c(=O)[nH]c2=O)cc1[N+](=O)[O-]
    6	-2	1	4	-0.8	nt	13
COc1ccc(OCCn2ccnc2C)cc1
    10	1	-5	9	-1.1	17	7
CCn1ncc([C@@H]2C[C@H]3CN(Cc4ccccc4C)C(=O)[C@]34CCCN24)c1C
    9	nt	13	-11	-4.6	1	1
CCSc1ncc(Cl)c(C(=O)Nc2ccccc2OC)n1
    -3	nt	-1	-2	-0.1	2	1

# Under each structure: FN deposition inh	miR122 inh	PAX8 reporter	INS-1E GSIS act	F508del corr	EWS-Fli inh	DENV2 CPE rescue
CC1CCC(NC(=O)c2[nH]c(C(F)(F)F)nc2-c2ccccc2)CC1 (stereo not drawn)
    -1	0	-25	-21	2.5	1	0
CO[C@@H]1CN(C)C(=O)c2cc(NC(=O)c3ccccc3F)ccc2OC[C@@H](C)NC[C@@H]1C
    -17	nt	-10	8	0.0	-1	-5
CCN1[C@H](C(=O)NCCc2cn(C)cn2)[C@@H](CO)[C@@H]2Cn3c(ccc(-c4ccc(F)cc4)c3=O)[C@@H]21
    nt	nt	nt	7	nt	11	1
Cc1cc(C)c(-n2c(SCCS(=O)(=O)c3ccc(F)cc3)n[nH]c2=O)c(C)c1
    3	nt	-2	-7	-2.7	13	0
Cc1ccc(C)c2[nH]c(=O)c(C(c3nnnn3C(C)(C)C)N3CC=C(c4ccc(F)cc4)CC3)cc12 (stereo not drawn)
    -3	nt	4	11	nt	nt	nt
C[C@@H]1CN([C@@H](C)CO)C(=O)c2cc(NC(=O)Nc3ccc(C(F)(F)F)cc3)ccc2O[C@H]1CN(C)S(=O)(=O)c1ccc(Cl)cc1
    -3	-3[16.7 µM]	nt	-6	-0.7	-6	16
CCOc1cc(C(=O)Nc2cc(C)ccc2C)ccc1OCC(=O)N1CCCCC1
    -3	nt	-16	-2	nt	nt	nt
